STK33 inh: inhibitors of purified STK33 kinase, primary screen, biochemical, ADP-Glo luminescence, homogeneous, cell-free | 320,000 compounds, 0.073% hits | Serine/threonine-protein kinase 33 (Homo sapiens), Q9BYT3 | inhibition, % at 10 µM | MBP phosphorylation;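 active means inhibition at or above 25%, using the most active replicate where run in duplicate; inactive means inhibition below 25%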
KCNQ2 block: KCNQ2 potassium channel inhibitors, primary screen, cell-based, CHO-K1, FluxOR thallium flux, B-score (AID 2156) | 310,000 compounds, 1.1% hits | Potassium voltage-gated channel subfamily KQT member 2 (Rattus norvegicus), O88943 | 20 min; hits give low values | B-score at 10 µM;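 active means fluorescence ratio B-score at most minus 3 library SDs, with starting brightness B-score within 2 library SDs, cut at about -5.5 in these data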
Target sequence (O88943 whole entry, looked up): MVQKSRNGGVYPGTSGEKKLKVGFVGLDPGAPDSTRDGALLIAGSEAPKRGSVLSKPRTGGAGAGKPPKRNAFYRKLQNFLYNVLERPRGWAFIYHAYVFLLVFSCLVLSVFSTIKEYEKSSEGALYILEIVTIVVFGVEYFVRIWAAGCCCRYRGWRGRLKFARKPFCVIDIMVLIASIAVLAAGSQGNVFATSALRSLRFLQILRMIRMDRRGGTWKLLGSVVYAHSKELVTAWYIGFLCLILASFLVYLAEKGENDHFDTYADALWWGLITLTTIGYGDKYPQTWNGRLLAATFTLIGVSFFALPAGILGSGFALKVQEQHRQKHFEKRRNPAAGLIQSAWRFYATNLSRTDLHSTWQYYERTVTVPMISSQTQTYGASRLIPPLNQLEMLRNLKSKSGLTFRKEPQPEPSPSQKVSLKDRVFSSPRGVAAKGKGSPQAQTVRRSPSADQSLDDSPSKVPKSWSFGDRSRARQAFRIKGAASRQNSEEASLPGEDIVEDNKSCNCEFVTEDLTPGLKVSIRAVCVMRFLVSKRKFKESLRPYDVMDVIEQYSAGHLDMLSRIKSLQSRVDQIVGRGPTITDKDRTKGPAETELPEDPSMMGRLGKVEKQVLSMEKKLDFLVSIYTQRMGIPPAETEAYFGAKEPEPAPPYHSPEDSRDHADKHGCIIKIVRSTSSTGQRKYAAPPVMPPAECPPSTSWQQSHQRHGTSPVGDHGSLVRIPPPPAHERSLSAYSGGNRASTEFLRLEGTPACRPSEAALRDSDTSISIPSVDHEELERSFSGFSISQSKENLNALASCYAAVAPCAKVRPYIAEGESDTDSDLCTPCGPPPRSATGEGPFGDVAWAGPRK
Kir21 block: inhibitors of mouse Kir2.1 inward-rectifier potassium channel | HEK293-Kir2.1, FluxOR thallium flux fluorescence; hits give low values | Inward rectifier potassium channel 2 (Mus musculus), P35561 | 310,000 compounds, 0.85% hits | B-score at 10 µM;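 active means fluorescence ratio B-score at or below minus 3 SD of library scores, with starting-brightness B-score within 2 SD, cut at about -4.2 in these data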;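 further: channel flux triggered by added potassium and thallium sulfate stimulus; B-score of peak minus minimum fluorescence over baseline after thallium stimulus; more negative B-score means stronger Kir2.1 block with less thallium influx; some compounds called inactive have numbers as strong as hits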
The depositor's hits bear a star; i = inactive; . = no result given. Rows were taken by chance; 1.9% or so of the library scored in one or more.

SMILES | STK33 inh | KCNQ2 block | Kir21 block
COc1ccc(N2CCN(C(=S)Nc3ccccc3OC)CC2)cc1 | -1.2 | i | -0.37
COC(=O)Nc1c(C)nn(Cc2ccccc2C)c1C | -0.4 | i | 0.1
O=C(CSc1ccc(Br)cc1)N1CCOCC1 | -0.3 | i | 2.48
Cc1cc(=O)[nH]c(N2CCOCC2)n1 | -0.1 | i | 1.8
COC(=O)c1c(SCC(=O)Nc2ccc(C)cc2)nc(=O)[nH]c1C | -1.7 | i | -0.03
COC(=O)c1ccc(N2C(=O)CC(NCc3ccccc3)C2=O)cc1 (configuration not stated) | 0.6 | i | 0.73
COc1c(C)cc(C(=O)C2CCCN(C(=O)c3cc(C)on3)C2)cc1C (configuration not stated) | 1.1 | i | -0.62
O=C(COC(=O)c1nc(-c2ccccc2)n(-c2cccc(C(F)(F)F)c2)n1)NCc1cccs1 | 0.1 | i | -0.76
Cc1cc(=O)n2nc(N3CCCC3C(=O)NCc3ccccn3)sc2n1 (configuration not stated) | -0.9 | i | -0.76
O=C(CN1C(=O)C2CC=CCC2C1=O)Nc1nccs1 (configuration not stated) | 0.6 | i | 0.02
Cc1ccc(S(=O)(=O)Oc2ccccc2/C=N/NC(=O)c2c(Cl)cnn2C)cc1 | -0.1 | -6.05* | -0.67
CCOC(=O)C1CCN(S(=O)(=O)c2ccc(OC)c(Cl)c2)CC1 | 1.8 | i | -0.44
CN1C(=O)C(C)(C)c2cc(S(=O)(=O)N3CCC(C(=O)NCc4ccc(F)cc4)CC3)ccc21 | 0.5 | i | 0.04
COc1ccc(CNC(=O)COc2cc(O)c3c(c2)OC(C)(C)CC3=O)cc1 | 0.9 | i | -0.11
O=C(C1CCC(CNc2c(N3CCCCC3)c(=O)c2=O)CC1)N1CCc2ccccc2C1 (configuration not stated) | . | i | -0.59
O=C(NCCc1ccc(F)cc1)Nc1ccc2c(c1)OCO2 | -2.1 | i | -1.09
O=C(NC12CC3CC(CC(C3)C1)C2)N(Cc1ccccc1)Cc1ccncc1 | 0.7 | -10.9* | -0.99
CCOC(=O)/C(C#N)=C/c1cn(CCC(=O)O)nc1-c1ccc(Cl)cc1 | -0.4 | i | 1.51
CS(=O)(=O)N(CC(=O)NCCSc1ccccc1)c1ccc2c(c1)OCO2 | -0.8 | i | -0.66
CCOc1ccc(N(CC(=O)NCc2ccccc2OC)S(C)(=O)=O)cc1 | 0.1 | i | 0
CC(Oc1ccc(-c2nccc(-c3ccccn3)n2)cc1)C(=O)NN (configuration not stated) | -1.3 | i | 0.85
CN(C)/C=C/C(=O)c1ccc(F)cc1 | -1.9 | i | -0.63
CCc1ccc(-c2nc(SCC(=O)NC3CCS(=O)(=O)C3)n[nH]2)cc1 (configuration not stated) | 0.4 | i | -0.49
Cc1nc(C)c(-c2csc(Nc3ncccc3C)n2)s1 | 1.5 | i | 0.02
CN(C1CCS(=O)(=O)C1)S(=O)(=O)c1ccc(C2CCCCC2)cc1 (configuration not stated) | -5.6 | i | 0.18
O=C(Nn1cnnc1)C(Sc1ccccc1)c1ccccc1 (configuration not stated) | -1.7 | i | -0.51
CCOc1ccc(S(=O)(=O)N2CCN(C(=O)CCC(=O)N3CCOCC3)CC2)cc1 | 0.4 | i | -0.4
N#CC1c2ccccc2C=CN1C(=O)c1ccccc1 (configuration not stated) | -0.5 | i | 0.3
CC(C)COc1ccc(C2NC(=O)NC2=O)cc1 (configuration not stated) | -0.4 | i | 0.06
Cn1cc(-c2nnnn2-c2cccc(C(F)(F)F)c2)c(C(F)(F)F)n1 | -1.0 | i | 0.8
O=C(c1ccc2c(c1)OCO2)C1CCCN(C(=O)C2CCOCC2)C1 (configuration not stated) | -0.9 | i | 0.78
CC1CCN(C(C(=O)O)c2ccccc2)CC1 (configuration not stated) | 0.1 | i | 0.21
O=C(O)c1ccc(NC(=O)c2ccccc2NC(=O)c2cccc(Br)c2)cc1 | -1.9 | i | -0.08
CC(=O)Nc1ccc(NC(=O)CSc2nnc(-c3cc4ccccc4o3)n2C)cc1 | 2.5 | i | -0.83
COc1ccc(N2CCN(C(=O)c3ccc4c(c3)[nH]c(=S)n3c5ccccc5nc43)CC2)cc1 | 22.9 | i | 1.23
CC(=O)c1ccc(OCc2cc(C(=O)N3CCC[C@H]3CO)no2)cc1 | -2.1 | i | 0.15
CSCCC(NC(=O)c1ccc(Cl)cc1)C(=O)OCC(=O)Nc1cc(Cl)ccc1C#N (configuration not stated) | -0.1 | i | 0.34
Cc1csc(NC(=O)c2ccoc2C)n1 | 4.4 | i | 1.22
COc1ccc(CN2CCC(n3nccc3NC(=O)CCc3ccccc3)CC2)c(C)c1C | . | i | -2.63
CCCc1n[nH]c2c1/C(=N/O)CC(c1ccccc1)C2 (configuration not stated) | -0.4 | i | -0.51

Individual results from the list.
Value of `CC(=O)Nc1ccc(NC(=O)CSc2nnc(-c3cc4ccccc4o3)n2C)cc1` under STK33 inh: 2.5
Value of `CC(Oc1ccc(-c2nccc(-c3ccccn3)n2)cc1)C(=O)NN` (configuration not stated) under STK33 inh: -1.3

Five records picked at random from those above:
SMILES | STK33 inh | KCNQ2 block | Kir21 block
COc1ccc(CN2CCC(n3nccc3NC(=O)CCc3ccccc3)CC2)c(C)c1C | . | i | -2.63
CC(C)COc1ccc(C2NC(=O)NC2=O)cc1 (configuration not stated) | -0.4 | i | 0.06
Cc1csc(NC(=O)c2ccoc2C)n1 | 4.4 | i | 1.22
CCc1ccc(-c2nc(SCC(=O)NC3CCS(=O)(=O)C3)n[nH]2)cc1 (configuration not stated) | 0.4 | i | -0.49
Cn1cc(-c2nnnn2-c2cccc(C(F)(F)F)c2)c(C(F)(F)F)n1 | -1.0 | i | 0.8

Arranged by value in Kir21 block (falling): some entries from above.
| smiles | STK33 inh | KCNQ2 block | Kir21 block |
| --- | --- | --- | --- |
| O=C(c1ccc2c(c1)OCO2)C1CCCN(C(=O)C2CCOCC2)C1 (configuration not stated) | -0.9 | i | 0.78 |
| CCOc1ccc(S(=O)(=O)N2CCN(C(=O)CCC(=O)N3CCOCC3)CC2)cc1 | 0.4 | i | -0.4 |
| CCCc1n[nH]c2c1/C(=N/O)CC(c1ccccc1)C2 (configuration not stated) | -0.4 | i | -0.51 |

(list continues)
SMILES | STK33 inh | KCNQ2 block | Kir21 block
CC(=O)N/C(=N\c1nc(C)cc(C)n1)Nc1ccc(Cl)cc1Cl | -1.2 | i | 0.46
CCCOC(=O)CC1C(=O)NCCN1Cc1ccc(F)cc1 (configuration not stated) | -2.9 | i | 1.28
COc1cc([N+](=O)[O-])cc(/C=N/NC(=O)CSc2nnc(-c3ccccc3)n2C)c1O | -1.9 | i | 0.69
O=C(NCc1cccc(C(F)(F)F)c1)N1CCN(S(=O)(=O)c2ccccc2F)CC1 | 0.0 | i | -2.71
CC(=O)Oc1cc2c(C(=O)NCCN3CCOCC3)c(C)oc2c2ccccc12 | . | i | -1.02
O=C(N/N=C/c1ccco1)C1CCCC1 | -1.2 | i | -0.14
Clc1nccnc1-c1ccccc1 | 0.6 | i | -2.33
Cc1cc2ccccc2n1CCNCc1c(C(=O)N2CCOCC2)nc2ccccn12 | -0.3 | i | -1.37
COc1ccc(CCNC(=O)C2CCN(S(=O)(=O)c3ccc(OC)c(OC)c3)CC2)cc1OC | 7.1 | i | -0.67
COC(=O)CC1=NN(c2ccccc2)C(=O)C1 | -0.6 | i | 1.05
Cc1cc(C)c(C(=O)N2CCCC(N3CCN(c4cccc(C(F)(F)F)c4)CC3)C2)o1 (configuration not stated) | 0.6 | i | 1.2
CCc1ccccc1N(CC(=O)NC1CCCC1)C(=O)CNC(=O)c1cccs1 | 0.4 | i | 0.16
N#CC1=C(N)OC2=C(C(=O)CCC2)C1c1cc2c(cc1Br)OCO2 (configuration not stated) | -1.3 | i | -0.52
Cc1nc2ccccc2c(=O)n1/N=C/c1cccnc1 | -0.2 | i | -1.35
COc1ccccc1N(C)S(=O)(=O)c1ccc(C(=O)Nc2ccc3nc(C)sc3c2)cc1 | -2.9 | i | 1.02
CN(CC1CCCO1)S(=O)(=O)c1ccc(C(=O)Nc2ccc(F)cc2)cc1 (configuration not stated) | -2.1 | i | -0.68
CCN1C(=O)/C(=C/C=C2\C=CN(CC)c3ccccc32)SC1=S | 4.2 | i | 0.93
CCOc1ccc(NC(=O)c2ccc3c(SCC(=O)O)c4c(nc3c2)CCCC4)cc1 | 0.0 | i | 0.7
COc1ccccc1C(=O)CSc1nnc(-c2ccco2)o1 | 0.5 | i | 2.38
Cc1ccc(C(=O)N2CCc3ccccc32)cc1[N+](=O)[O-] | -1.4 | i | 1.07
CC(=O)NC(Cc1cccc(C)c1)C(=O)NC1CCN(C(=O)NCc2ccccc2)CC1 (configuration not stated) | . | i | -1.25
COc1ccc(/C(C)=N/NC(=O)CNC(=O)c2ccncc2)c(OC)c1 | 0.7 | i | -1.33
CSC(=Nc1ccccc1)C(C#N)c1nc2ccccc2[nH]1 (configuration not stated) | 1.4 | i | -1.2
COc1cc(C(=O)OC(C)C(=O)N2CCc3ccccc3C2)ccc1OCC(=O)N1CCOCC1 (configuration not stated) | -0.8 | i | -3.17
NC(=O)C1CCCN(S(=O)(=O)c2ccc(Br)cc2)C1 (configuration not stated) | -1.8 | i | -0.75
Cc1ccc(NC(=O)Cc2nnc(SCC(=O)NC3CCCC3)n2C)c(C)c1 | -1.7 | i | 0.24
CC(=O)Nc1cccc(C(=O)Nc2ccccc2C(=O)O)c1 | 2.0 | i | 0.07
CCOc1ccc(N2CC(=O)Nc3ccccc3NCC2=O)cc1 | 0.0 | i | -0.68
CC(C)OC(=O)c1cc2c(ccn2-c2ccc(F)cc2)n1CC(=O)N1CCN(C(=O)c2ccco2)CC1 | -1.2 | i | 0.05
NS(=O)(=O)c1ccc(CNC(=O)Cc2ccccc2[N+](=O)[O-])cc1 | 0.7 | i | -0.4
COc1ccc(CCNc2ccc(C(CC(N)=O)NC(=O)c3cc(C)cc(C)c3)cc2[N+](=O)[O-])cc1 (configuration not stated) | -1.4 | i | 1.97
O=C(COc1ccccc1Cl)OCC(=O)N1CCN(S(=O)(=O)c2ccccc2)CC1 | -0.6 | i | 0.61
CCc1ccc(-c2nc(CSCC(=O)N3CCN(c4ccccn4)CC3)c(C)o2)cc1 | -0.9 | -10.1* | -1.37
Cc1cccc(NC(=O)NN2CCN(C)CC2)c1C | 1.5 | i | -0.04
CC(C)(C)Cn1c(=O)[nH]c(=O)c2cc([N+](=O)[O-])cnc21 | -2.4 | i | 0.63
Cc1ccccc1CC(=O)Nc1ccc2c(C)cc(=O)oc2c1 | -1.8 | i | 0.5
CC(C)C(C)NC(=O)COc1ccc(Sc2ccc(OCC(=O)NC(C)C(C)C)cc2)cc1 (configuration not stated) | -0.8 | i | -0.01
O=C(Cc1ccc(Cl)cc1)Nc1ncc([N+](=O)[O-])s1 | . | i | 2.87
COc1cc(-c2cc(-c3ccccc3)nc(SCC(=O)O)c2C#N)cc(OC)c1OC | -0.2 | i | 0.64
O=C(C1CC(=O)N(c2ccc3c(c2)OCCO3)C1)N1CCCC(C(F)(F)F)C1 (configuration not stated) | -1.2 | i | 1.06
Cc1cc(C(=O)NCCCN2CCN(C3CCCCC3)CC2)n(-c2ccccc2)n1 | 0.4 | i | 0.02
CN1C(=O)c2cccc3c(S(=O)(=O)NCc4ccco4)ccc1c23 | 3.5 | i | 0
CCCc1nnc(NC(=O)CCC(=O)NC2CCCc3ccccc32)s1 (configuration not stated) | -5.2 | i | -1.17
COc1ccccc1OCC(=O)Nc1ccc(Cl)cc1 | -0.4 | i | 0.71
Cc1cc(O)cc(C)c1Cl | 0.1 | i | 2.16
Cc1onc(-c2c(Cl)cccc2Cl)c1C(=O)NCc1ccco1 | -1.6 | i | -0.83
O=C(/C=C/c1cccs1)N1CCC2(CC1)Oc1ccc(Cl)cc1C(=O)C21CC(c2ccccc2)=NO1 (configuration not stated) | -1.2 | i | 0.68
CC(=O)N1CCN(c2ccc([N+](=O)[O-])c(NCC3CCCO3)c2)CC1 (configuration not stated) | 1.6 | i | -0.31
Cc1ccccc1N/N=C1\CCCNC1=O | -0.4 | i | 2.39
CCC(=O)c1c[nH]c(C(=O)NCCc2ccccn2)c1 | 0.3 | i | -0.14
COc1cc(-c2nnc(COc3ccc4cc(Br)ccc4c3)o2)cc(OC)c1OC | -1.4 | i | -1.82
Nc1ccnn1Cc1cccnc1 | -3.3 | i | -1.73
CCOc1cccc2cc(C(=O)NCc3ccc(Cl)cc3)c(=N)oc12 | -0.2 | i | 1.64
O=C(O)CCCCCn1c(O)c(C=C2N=c3ccccc3=N2)sc1=S | -0.4 | i | 0.39
CCOc1ccc(C(=O)CN2CCN(S(=O)(=O)c3ccc(Cl)cc3)CC2)cc1 | -1.5 | i | 0.2
COc1ccc(Br)cc1CNC(=O)C1CCCN(S(=O)(=O)N2CC(C)CC(C)C2)C1 (configuration not stated) | -1.5 | i | 1.5
CC(=O)N1CCN(Cc2nc3cc(NC(=O)COc4ccccc4)ccc3n2C)CC1 | -0.4 | i | 0.42
Cc1c(NC(=O)c2ccc(S(=O)(=O)N(C)c3ccccc3)cc2)c(=O)n(-c2ccccc2)n1C | -1.1 | i | 0.78
Cc1ccc2c(c1)c1c3n2CCN(CC(N)=O)C3CCC1 (configuration not stated) | -1.0 | i | -0.52
Nc1nnc(-c2ccc(Cl)cc2Cl)s1 | -1.6 | i | 0.33
CCN(CC)C(=O)CNC(=O)Cc1ccc(Cl)cc1 | . | i | 0.01
Cc1cc(C)cc(N(CC(=O)NC2CCCC2)C(=O)CCC(=O)Nc2nccs2)c1 | -1.7 | i | 1
CCCc1cc(=O)n2[nH]c(-c3ccc(Cl)cc3)cc2n1 | -1.0 | i | -0.46

Screens deposited in PubChem by several laboratories.
